# Screens from PubChem BioAssay.
# TAG inh: triacylglycerol accumulation inhibition | inhibition, % at 12.5 µM | 230,000 tested, 0.66% active | H9c2 cells, Nile Red lipid (TAG) fluorescence; cells loaded with 200 µM oleic acid;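 active = pattern-corrected inhibition of lipid staining of at least 50% with the nuclear-stain viability signal not falling by more than 50%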;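 note: 0% = DMSO wells and 100% = triacsin C control wells; some results filed as inactive read as strong as hits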
# TAG inh DAPI viability: recorded beside TAG inh, whose call it bears; DAPI nuclei signal change (viability), lower = more cytotoxic, %;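 whole-well DAPI fluorescence read on a plate reader as a viability signal; minus 50 percent equals half of cells still viable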
# Active calls of the source: *. A portion of the library; rates above refer to the full screens.
molecule	TAG inh	TAG inh DAPI viability
COc1ccc(NC(=O)CN(C)C(=O)/C=C/c2cn(-c3ccccc3)nc2-c2ccc(F)cc2)cc1	7	2
CC(=O)NC(=S)Nc1cc(C(=O)O)ccc1Cl	0	-6
C[C@@H]1CN([C@@H](C)CO)C(=O)CCCn2nncc2CO[C@@H]1CN(C)S(=O)(=O)c1ccccc1	-10	-1
Cn1nc(C(=O)Nc2cccc(S(=O)(=O)N3CCCC3)c2)c2ccccc2c1=O	33	-9
COc1cc2c(cc1NC(=O)CN1CCN(S(=O)(=O)c3ccccc3F)CC1)oc1ccccc12	15	6
O=C(O)C[C@H]1c2cc(F)ccc2S(=O)(=O)N1C1CCCCC1	-21	0
CCOC(=O)c1ccc(-n2ncc(C(=O)OCC)c2N)cc1	8	-2
CC(C)C(=O)NNC(=O)CN1CCN(c2nc(-c3ccccc3)cs2)CC1	2	-11
COc1ccc(Cl)cc1NC(=S)N(Cc1ccc(C(=O)O)cc1)Cc1ccc(OC)c(OC)c1	-3	-4
COc1ccc(/C=C/C(=O)OCC(=O)NCCC2=CCCCC2)cc1S(=O)(=O)N1CCOCC1	1	5
NNC(=O)C1CC(O)CN1S(=O)(=O)c1ccc2ccccc2c1 (stereo not given)	-10	3
COc1ccc(N2C(=S)NC3CS(=O)(=O)CC32)cc1 (stereo not given)	3	-2
Cc1[nH]c2ccccc2c1C(=O)COC(=O)C1CC(=O)N(Cc2ccco2)C1 (stereo not given)	7	-10
O=C(COc1ccc(C(=O)O)cc1)Nc1cccc(C(F)(F)F)c1	8	-4
O=C1OC2(O)C3C4C=CC(C4)C3C(=O)N2c2ccccc21 (stereo not given)	-6	1
CCCn1c(SCC(=O)Nc2cccc(C(=O)OCC)c2)nnc1-c1ccoc1C	-2	15

# Six compounds from above, ordered by heavy-atom count, highest first.
molecule	TAG inh	TAG inh DAPI viability
COc1ccc(/C=C/C(=O)OCC(=O)NCCC2=CCCCC2)cc1S(=O)(=O)N1CCOCC1	1	5
CCCn1c(SCC(=O)Nc2cccc(C(=O)OCC)c2)nnc1-c1ccoc1C	-2	15
Cc1[nH]c2ccccc2c1C(=O)COC(=O)C1CC(=O)N(Cc2ccco2)C1 (stereo not given)	7	-10
CC(C)C(=O)NNC(=O)CN1CCN(c2nc(-c3ccccc3)cs2)CC1	2	-11
O=C(COc1ccc(C(=O)O)cc1)Nc1cccc(C(F)(F)F)c1	8	-4
NNC(=O)C1CC(O)CN1S(=O)(=O)c1ccc2ccccc2c1 (stereo not given)	-10	3

# (further entries)
molecule	TAG inh	TAG inh DAPI viability
COc1ccc(C(=O)CSc2ccccc2C(=O)O)cc1	-1	-5
CCN(Cc1nc2cc(Cl)ccc2c(=O)[nH]1)C(=O)C1CC(=O)N(c2cccc3ccccc23)C1 (stereo not given)	-12	9
COc1ccc(CC(=O)NNC(=O)c2ccc(Br)s2)cc1OC	-12	8
O=C(C1CCC1)N1CCc2cc(S(=O)(=O)NCCN3CCN(c4ccccc4F)CC3)ccc21	-22	-3
c1ccc(CNc2nc(NCC3CC3)nc3cc(-c4ccccc4)sc23)cc1	21	21
COc1cc(-c2cc(C(=O)OCC(=O)NC3CC3)c3ccccc3n2)cc(OC)c1OC	-1	3
Cc1ccc(C(O)c2ncc(-c3ccc(C(F)(F)F)cc3)[nH]2)cc1F (stereo not given)	-16	6
Oc1c(Br)cc(C2N=C(c3ccccc3)NO2)cc1Br (stereo not given)	-10	5
O=C(O)C(Cc1ccccc1[N+](=O)[O-])N1C(=O)c2ccccc2C1=O (stereo not given)	-4	6
COc1cc(CC(NC(C)=O)C(=O)NC2CCN(C(=O)c3cc(OC)c(OC)c(OC)c3)CC2)cc(OC)c1 (stereo not given)	7	2
CCN1CCN(C(=O)C2CCN(Cc3nc(-c4cccc(Cl)c4)oc3C)CC2)CC1	1	-5
CCn1cc(CNC(=O)c2cc(-c3ccccc3OC)nc3ccccc23)c(C)n1	0	0
CC1(C)OC(=O)NC1c1ccccc1 (stereo not given)	12	-4
Nc1cccc(NP(=O)(c2ccccc2)c2ccccc2)c1	-10	-1
CCOC(=O)CNC1CC(=O)N(c2ccc(Br)cc2)C1=O (stereo not given)	-8	8
CCOC(=O)C1(C)CCCN(C(=O)c2ccc(OC(F)F)cc2)C1 (stereo not given)	-15	8

# A different layout for part of the listing above.
> COc1ccc(N2C(=S)NC3CS(=O)(=O)CC32)cc1 (stereo not given)
  TAG inh: 3; TAG inh DAPI viability: -2
> CCn1cc(CNC(=O)c2cc(-c3ccccc3OC)nc3ccccc23)c(C)n1
  TAG inh: 0; TAG inh DAPI viability: 0
> O=C(C1CCC1)N1CCc2cc(S(=O)(=O)NCCN3CCN(c4ccccc4F)CC3)ccc21
  TAG inh: -22; TAG inh DAPI viability: -3
> CCN1CCN(C(=O)C2CCN(Cc3nc(-c4cccc(Cl)c4)oc3C)CC2)CC1
  TAG inh: 1; TAG inh DAPI viability: -5

# Other compounds follow.
molecule	TAG inh	TAG inh DAPI viability
CC/C(=N/Nc1ccccc1)c1cnnc(-c2ccccc2)n1	26	-14
COC(CNC(=O)c1cnn2c(C)c(Cc3ccccc3)c(C)nc12)OC	-17	4
CCC1(C)CN=C(c2ccccc2)NC1 (stereo not given)	-1	-3
O=S(=O)(NCCNS(=O)(=O)c1c(F)cccc1F)c1ccc2c(c1)OCCO2	-29	4
COc1cccc(NC(=O)C2(C)CCN2C(=O)Cc2ccc(C(C)C)cc2)c1 (stereo not given)	-16	-1
Cc1cc(-c2c(C)[nH]n(-c3ccc(Cl)cc3)c2=O)n(-c2ccccc2)n1	9	-4
COc1ccc(CN2CCc3ccccc3C2)c(OC)c1	2	4
O=C(COc1ccccc1Cl)NC1CC1	3	7
CCCCc1c(O)nc(SCC(=O)c2ccccc2)n(-c2ccccc2C)c1=O	-2	-1
COc1cccc(-c2nnc(-c3ccc4ccccc4c3)o2)c1	-6	5
S=C(NCc1ccc(Cl)c(Cl)c1)NCc1ccco1	-9	4
CCOC(=O)c1ccc(N2C(=O)CC(N3CCC(O)(c4ccc(Br)cc4)CC3)C2=O)cc1 (stereo not given)	-4	1
CCn1c(SCC(=O)Nc2ccc(S(N)(=O)=O)cc2)nnc1-c1cccc(OC)c1	-6	-5
COCCN(C(=O)CSc1nc2ccccc2s1)c1c(N)n(Cc2ccccc2)c(=O)[nH]c1=O	-6	-1
NCCSSCCN	-26	-2
O=C(NCc1ccco1)C(c1ccncc1)N(C(=O)Cc1cccs1)c1ccccc1 (stereo not given)	-1	2
COc1cc(CN2CCCCC2C(=O)Nc2ccc(Oc3ccccc3)nc2)ccc1O (stereo not given)	20	-5
CCOC(=O)c1cc(C(C)(C)C)nc(SC)c1C#N	8	5
COc1ccc(/C=C/C(=O)N(Cc2cccs2)C2CCS(=O)(=O)C2)cc1 (stereo not given)	5	-4
COc1cc([N+](=O)[O-])cc(/C=N/NC(=O)C(C)Nc2cccc(C)c2)c1O (stereo not given)	2	-4
O=C(Nc1ccccc1C(=O)O)c1cccc(F)c1	3	7
COc1ccccc1NC(=O)c1ccc(NC(=O)CN(C)Cc2ccccc2F)cc1	3	2
O=c1c2ccccc2nc(N/N=C/c2ccc(O)cc2)n1O	-7	5
CCN(CC(=O)Nc1ccc2c(c1)OCCO2)C(=O)c1cc(Cl)nc2ccccc12	-8	-9

# The results go on:
# Order of values – TAG inh, TAG inh DAPI viability
- O=NN(CCCl)C(=O)NCCc1cccc[n+]1[O-]
    10, 0
- CC(C)(C)c1ccc(/C=N/NC(=O)C2CCCC2)cc1
    3, -5
- CCCCc1nc(N2CCOCC2)c(C#N)c2c1COC(C)(C)C2
    -4, 13
- CCOC(=O)c1c(NC(=O)c2ccc(N3C(=O)[C@@H]4[C@H](C3=O)[C@H]3C=C[C@@H]4C3)cc2)sc2c1CC(C)CC2 (stereo not given in full)
    8, 29
- O=C(NCCN1C(=O)S/C(=C\c2cccs2)C1=O)c1ccco1
    3, -4
- CCOC(=O)c1nnn(-c2ccccc2C#N)c1C
    -2, 1
- O=C1CCN(c2ccccc2)N1
    -6, 5
- CCCCOc1ccc(-c2[nH]ncc2C=O)cc1
    8, 0
- NNC(=O)c1ccc([N+](=O)[O-])c(CS(=O)(=O)c2ccc(Cl)cc2)c1
    -17, -4
- CCN1CCN(S(=O)(=O)c2ccc(C(C)(C)C)cc2)CC1
    -10, 4
- COc1cccc(C(=O)OCC(=O)N2CCC(Cc3ccccc3)CC2)c1OC
    -4, -8
- CCOC(=O)C1CCN(C(=O)C2CCC(=O)N(Cc3cccc(C(F)(F)F)c3)C2)CC1 (stereo not given)
    4, -3
- CNC(=O)C1CC(=O)N(c2ccc(OCC(=O)Nc3ccc(F)cc3)cc2)C1 (stereo not given)
    -6, -2
- O=C1CN(C(=O)COC(=O)CCC(=O)c2ccc3c(c2)OCCO3)c2ccccc2N1
    -4, -7
- CCN1C(=O)[C@H]2[C@@H](c3ccc(-c4ccc(C(C)=O)cc4)cc3)N3CCCC[C@@]3(C(=O)OC)[C@H]2C1=O
    -3, 9
- CCc1ccc(C(=O)OCC(=O)Nc2c(C)n(C)n(-c3ccccc3)c2=O)cc1
    -15, -2
- CC1CCc2sc(-c3n[nH]c(=S)o3)cc2C1 (stereo not given)
    -9, 17
- O=C(Nc1ccccc1Cl)C1CC(=O)N(c2ccccc2)C1 (stereo not given)
    11, -4
- COc1ccccc1Cn1c(SCC(N)=O)nc2c(oc3ccccc32)c1=O
    -18, -2
- C1=C(c2ccccc2)CCN(c2nc3ccccc3n3cnnc23)C1
    0, 0
- Cc1cc(C)c(NC(=O)C2CC(=O)N(C3CCCC3)C2)c(C)c1 (stereo not given)
    1, 5
- CC(CNCC1CCCO1)COc1ccccc1 (stereo not given)
    5, 5
- COc1ccc(/C=N/NC(=O)Cn2cnc3c2c(=O)n(C)c(=O)n3C)cc1
    2, 1
- CC1CN(C2=N/C(=C/c3ccc4c(c3)OCO4)C(=O)N2)CC(C)O1 (stereo not given)
    -5, 0
- COc1ccc(C(=O)C2CCCN(Cc3cnc(N4CCOCC4)s3)C2)c(OC)c1 (stereo not given)
    -19, 20
- Cc1noc(C)c1-c1ccc(C(=O)NCc2ccncc2)c2occc12
    4, -3
- COc1ccc(NC(=O)COc2nc(N(C)C)nc(N(C)C)n2)cc1
    13, -11
- COc1ccccc1NC(=O)C(C)OC(=O)CCCN=C1NS(=O)(=O)c2ccccc21 (stereo not given)
    -6, -3
- COc1ccc(CN(C)C(=O)c2cccc(S(=O)(=O)N3CCCc4ccccc43)c2)c(OC)c1OC
    -16, 5
- CN(C)C=NC(=O)/C(C#N)=C1\CCc2ccccc2N1
    -6, 3
- Cc1c(C(=O)N/N=C/c2cccc(O)c2)nnn1-c1nonc1N
    -3, 8
- O=C(NC1CCS(=O)(=O)C1)c1cccc(Br)c1 (stereo not given)
    -10, 9
- O=C(Cc1ccc([N+](=O)[O-])cc1)Nc1cccc(C(=O)N2CCCC2)c1
    -19, -3
- CCN(CC)C(=O)COc1ccc2oc(C)c(C(=O)OC(C)C)c2c1
    -21, 15
- CC(=O)c1nn(-c2cccc(Br)c2)cc1C(=O)c1cccc2ccccc12
    13, -3
- COc1cccc(/C=C/C(=O)OCC(=O)NC2CCCCCCC2)c1
    -5, -6
- O=C(/C=C/c1cccc([N+](=O)[O-])c1)NCCSCc1cccc(Cl)c1
    2, 1
- O=S(=O)(Nc1ccccc1N1CCCCC1)c1ccccc1
    -18, -3
- COc1c(C)cccc1C(=O)Nc1cc(-c2nn3c(C)nnc3s2)ccc1C
    25, -4
- NNC(=S)Nc1cccc(-c2n[nH]c(=S)o2)c1
    -5, -2
- COc1ccc2c(c1)c(C(=O)N/N=C/c1ccc(Br)cc1)c(C)n2C
    -5, 5
- CCc1ccc(NC(=O)COc2ccc3c(c2)OCO3)cc1
    -25, -6
- O=C(CCCN1C(=O)c2ccccc2C1=O)Nc1c2c(nc3c1CCC3)CCC2
    4, 8
- CCSc1nnc(NC(=O)C2CCCN(S(=O)(=O)c3cnc[nH]3)C2)s1 (stereo not given)
    18, -4
- CCC(=O)c1ccc(OCC(=O)OC(C)C(=O)N2CCc3ccccc32)cc1 (stereo not given)
    -15, 27
- N#Cc1ccccc1OCC(=O)NC(=O)NCc1ccco1
    -9, -2
- Nc1ccc(S(N)(=O)=O)cc1N
    -11, 4
- CCCc1ccc(OCc2ccc(C(=O)Nc3cccc(C)n3)o2)c(OC)c1
    13, 3
- CCC(C)Sc1cc(-c2nc3ccccn3c2NC2CCCCC2)ccc1OC (stereo not given)
    23, 131
- COC(=O)CNC(=O)COC(=O)/C=C/c1cccs1
    -2, 0
- COc1ccc(NC(=S)N2CCC(C(=O)c3ccc(OC)cc3)CC2)cc1
    3, 0
- O=C(/C=C/Nc1ccc(S(=O)(=O)Nc2cnc3ccccc3n2)cc1)c1cccnc1
    2, -6
- COc1cccc(CC(=O)NNC(=O)c2ccc3c(c2)OCO3)c1
    4, 5
- Cn1c(=O)[nH]c(=O)c2c1nc(Sc1ccccc1)n2CCc1ccccc1
    4, 5
- COc1ccc(C(=O)Oc2c(OC)cc(C(=S)N3CCOCC3)cc2OC)cc1OC
    -9, 0
- Cc1ccc(OCC(=O)N2CCN(C(=O)CCC3CCCC3)CC2)cc1
    6, 15
- O=C(O)Cn1cnc2scc(-c3cccs3)c2c1=O
    -11, 6
- Cc1ccc(C(=O)N(C)CC(=O)Nc2cccc(F)c2)cc1S(=O)(=O)N1CCCCC1
    4, 1
- CCOCCCNC(=O)c1c[nH]c2c(CC)cccc2c1=O
    3, 11
- CCOP1(=O)C=C(Sc2ccc([N+](=O)[O-])cc2[N+](=O)[O-])C(C)(C)O1 (stereo not given)
    -2, 18

# The listing continues:
# Order of values – TAG inh, TAG inh DAPI viability
- Cc1ccc(N2CC(C(=O)Nc3nnc(SCCN4CCOCC4)s3)CC2=O)cc1C (stereo not given)
    -5, 3
- CCOC(=O)C1=C(C)N(C)C(=O)NC1c1cc2c(cc1[N+](=O)[O-])OCO2 (stereo not given)
    1, -10
- CCOC(=O)/C(C#N)=C1\C=CN(C)C(C)=N1
    20, -4
- CC(C)Nc1nc(-c2ccccn2)nc(-c2ccccc2)c1C#N
    2, 15
- O=C(O)CN1CCNCCN(CC(=O)O)CCNCC1
    30, -16
- COc1cccc(Nc2ncnc3onc(-c4ccccc4OC)c23)c1
    9, 2
- Nn1c(Cc2ccc(F)cc2)n[nH]c1=S
    -7, -1
